Source: PubChem BioAssay
Kir21 inh = Kir2.1 (mouse) channel inhibition | AID 1672 | B-score at 10 µM | P35561 | 0.85% of 310,000 active | HEK293-Kir2.1, FluxOR thallium flux fluorescence; stronger effect = lower value;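 active = fluorescence ratio B-score at or below minus 3 SD of library scores, with starting-brightness B-score within 2 SD, cut at about -4.2 in these data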;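 also: channel flux triggered by added potassium and thallium sulfate stimulus; B-score of peak minus minimum fluorescence over baseline after thallium stimulus; more negative B-score means stronger Kir2.1 block with less thallium influx; some compounds called inactive have numbers as strong as hits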
Target sequence (P35561 whole entry, looked up): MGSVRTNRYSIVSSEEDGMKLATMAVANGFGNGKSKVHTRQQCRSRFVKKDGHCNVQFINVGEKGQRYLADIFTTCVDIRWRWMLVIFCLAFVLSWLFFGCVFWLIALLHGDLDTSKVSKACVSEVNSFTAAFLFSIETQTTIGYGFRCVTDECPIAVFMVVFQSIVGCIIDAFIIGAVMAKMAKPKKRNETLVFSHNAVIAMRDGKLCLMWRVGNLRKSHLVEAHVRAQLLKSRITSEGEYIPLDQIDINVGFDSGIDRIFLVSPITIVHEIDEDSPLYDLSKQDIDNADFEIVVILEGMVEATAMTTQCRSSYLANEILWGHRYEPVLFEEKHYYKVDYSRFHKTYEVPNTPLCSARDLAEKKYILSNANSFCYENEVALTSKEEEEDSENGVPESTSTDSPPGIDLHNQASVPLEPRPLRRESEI
STK33 kinase inh = inhibitors of human STK33 kinase | Q9BYT3 | purified STK33, MBP phosphorylation, ADP-Glo luminescence | inhibition, % at 10 µM | 0.073% of 320,000 active;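 active = inhibition at or above 25%, using the most active replicate where run in duplicate; inactive = inhibition below 25%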
Target sequence (Q9BYT3 whole entry, looked up): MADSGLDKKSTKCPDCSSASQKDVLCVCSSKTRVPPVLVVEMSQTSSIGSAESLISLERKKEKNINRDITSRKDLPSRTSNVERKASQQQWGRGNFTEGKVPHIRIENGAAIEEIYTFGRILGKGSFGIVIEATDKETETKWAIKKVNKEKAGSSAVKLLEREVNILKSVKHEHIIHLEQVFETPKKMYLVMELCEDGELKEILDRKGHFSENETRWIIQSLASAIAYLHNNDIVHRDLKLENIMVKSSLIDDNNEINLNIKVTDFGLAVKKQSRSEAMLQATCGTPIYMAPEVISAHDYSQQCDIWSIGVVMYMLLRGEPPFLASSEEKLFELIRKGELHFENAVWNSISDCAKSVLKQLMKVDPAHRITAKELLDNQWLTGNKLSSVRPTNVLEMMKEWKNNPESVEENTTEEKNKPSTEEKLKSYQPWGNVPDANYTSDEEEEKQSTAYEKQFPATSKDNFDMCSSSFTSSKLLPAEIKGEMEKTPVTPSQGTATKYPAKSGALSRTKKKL
* = called active by the depositor; / = not tested or not shown. The order is random; 0.84% or so of the library scored in one or more.

SMILES,Kir21 inh,STK33 kinase inh
COc1ccc(S(=O)(=O)N2CC(=O)Nc3ccccc32)cc1C,-1.6,0.2
O=c1cc(CN2CCN(c3cccc(C(F)(F)F)c3)CC2)nc2sccn12,0,-0.7
Nc1cccc(/C=C/C(=O)O)c1,0.94,0.1
Cc1ccc(S(=O)(=O)Oc2ccc(/C=N/N=C3/NC(=O)C(CC(=O)O)S3)cc2)cc1[N+](=O)[O-] (stereo not given),0.02,-1.9
CC(CC#CCN1CCOCC1)OCCC#N (stereo not given),0.59,-0.9
CC(O)CNc1nc2sc3c(c2c(=O)n1CCc1ccccc1)CCCCC3 (stereo not given),-0.97,-0.7
COC(=O)CSc1nc(C)c2ccc(OC)cc2n1,2.2,-0.8
COc1ccc(CC(=O)OCn2nnc3ccccc3c2=O)cc1,/,3.4
Cn1cc2cc([N+](=O)[O-])ccc2n1,-1,-2.2
N#CCN1C(=O)C(=O)N(Cc2cccc(C(F)(F)F)c2)C1=O,0.04,-1.7
O=S(=O)(NCCOc1ccccc1F)c1ccc(Cl)cc1F,/,-1.4
CC(=O)NC(=S)NNC(=O)COc1ccc([N+](=O)[O-])cc1,-1,-1.5
O=C(c1ccc(F)cc1)N1CCC(O)(c2cccnc2)CC1,-0.07,0.0
CCCCNC(=O)COn1nnc2ccc(S(=O)(=O)N3CCOCC3)cc21,-0.62,-1.0
C=CCNC(=S)NNC(=O)C(CCC(C)C)CC(C)(C)O (stereo not given),-1.4,1.4
O=C(Cc1ccccc1F)NC1CCSc2ccccc21 (stereo not given),-0.03,-1.1
NC(=O)[C@@H]1CCCCNc2c(F)cc([N+](=O)[O-])cc2C(=O)N[C@@H](CC(=O)O)C(=O)N[C@@H](CCC(=O)O)C(=O)N1,2,0.9
COc1ccc(CNC(=O)C2CCCC2)cc1,1.1,-3.2
Cc1ccc(OCCn2cccn2)c(C)c1,3.1,-0.1
CSc1ccc(C2CC(=O)Nc3nc(SC)[nH]c(=O)c32)cc1 (stereo not given),2.5,-0.6
COc1ccccc1NC(=O)CN(c1ccccc1C)S(C)(=O)=O,-0.55,-0.6
CC(C)CN(CC(C)C)S(=O)(=O)N1CCC(C(=O)NCc2ccco2)CC1,-0.7,-0.5
Cc1nc2ccccc2nc(=O)c1NNc1ccccc1,-0.01,/
C=C(C)c1cccc(C(C)(C)NC(=O)N2CCN(CC(N)=O)CC2)c1,-1.8,-1.1
CC(C#N)Sc1ccc(S(=O)(=O)N2CCCC2)cn1 (stereo not given),/,0.0
O=C(COC(=O)COc1ccc2c(c1)CCC2)Nc1ccccc1C(F)(F)F,/,0.1
COc1ccc(S(=O)(=O)NCCC(=O)N2CCCN(C)CC2)cc1,/,0.3
COc1cc(OC)c(NC(=O)CCNS(=O)(=O)c2ccc3c(c2)CC(C)N3C(C)=O)cc1Cl (stereo not given),1.2,1.4
CCn1nc(NC(=O)C2CCCO2)c2cc3cc(C)ccc3nc21 (stereo not given),0.04,-0.9
CC(C)(C)NC(=O)CCc1ncc(C(F)(F)F)cc1Cl,-0.01,-1.2
Cn1c(=O)n(Cc2ccco2)c(=N)c2c3c(sc21)CCCC3,-1.9,-1.8
c1ccc(-c2nnc3ccc(N4CCC5(CC4)OCCO5)nn23)cc1,-1.8,0.5
COCCC(=O)N1CCC(Oc2ccc(C(=O)NCc3csc(C)n3)cc2)CC1,2.3,-0.7
O=C(CSC(=S)N1CCCCC1)Nc1ncc2c(n1)CCCC2=O,-0.03,-2.5
COc1ccc(CSCC(=O)Nc2ccc(S(=O)(=O)N3CCCCCC3)cc2)cc1,-2.5,1.7
Cn1c(=O)[nH]c(=O)c2c1nc(N1CCCC1)n2CCO,-0.26,-2.3
O=C(N/N=C/c1cc(Br)cs1)c1ccccc1[N+](=O)[O-],0.97,0.0
Cc1cccc(C(=O)NNC(=O)c2ccc(NS(=O)(=O)c3cccs3)cc2)c1C,/,1.2
Cc1nc2ccc(NC(=O)COc3ccccc3F)cc2s1,-0.75,0.3
N#Cc1nc(-c2ccco2)oc1N1CCN(Cc2ccccc2)CC1,0.77,-1.9
C/C(CC(=O)Nc1ccccn1)=N\NC(=O)C(=O)Nc1cccc(Cl)c1C,-1.3,-1.3
Cc1nc([N+](=O)[O-])cn1CC(=O)Nc1ccc(Cl)cc1,-0.02,-3.0
Cc1ccccc1-n1ncc2c1CC(C)(C)CC2NC(=O)CCN1CCCCC1=O (stereo not given),-0.02,-0.3
COc1ccccc1CCNC(=O)CC1C(=O)NCCN1CCCc1ccccc1 (stereo not given),0.31,-0.2
O=C(Nc1c2c(nn1-c1ccccc1)CSC2)c1ccc(N2C(=O)CCC2=O)cc1,-0.28,1.0
CC(=O)NNC(=S)NC(=O)c1cccc([N+](=O)[O-])c1,0.48,-1.7
COCCn1c(C)cc(C(=O)CSc2nnnn2C2CCCC2)c1C,/,-0.8
CC(C)(C)OC(=O)NCCCCCO,/,11
Cc1ccc(SC/C(O)=C(\C#N)c2nc3ccccc3n2C)cc1,0.01,-1.8
COc1ccnc(CSC(N)=Nc2cccc(C(F)(F)F)c2)c1,0.11,-2.2

3 of the compounds above, with the structure last.
Kir21 inh | STK33 kinase inh | compound
-0.03 | -1.1 | O=C(Cc1ccccc1F)NC1CCSc2ccccc21 (stereo not given)
2 | 0.9 | NC(=O)[C@@H]1CCCCNc2c(F)cc([N+](=O)[O-])cc2C(=O)N[C@@H](CC(=O)O)C(=O)N[C@@H](CCC(=O)O)C(=O)N1
1.1 | -3.2 | COc1ccc(CNC(=O)C2CCCC2)cc1

(list continues)
Value order – Kir21 inh	STK33 kinase inh
> CCCCNC(=O)COC(=O)c1ccc(Cl)c(S(N)(=O)=O)c1
    /	1.2
> COc1cc(/C=N/NC(=O)c2nonc2N)cc(OC)c1OC
    0.09	1.2
> CCOc1cc(N2CCOCC2)c(OCC)cc1NC(=O)c1cccc(S(=O)(=O)N2CCOCC2)c1
    /	-3.0
> CNC[C@H](O)c1cccc(O)c1
    -0.21	-1.1
> CC(=O)Nc1ccc(C(=O)OCc2ccccc2Cl)cc1
    1.2	-0.1
> COc1ccc(N(C(C)C(=O)N(C)Cc2ccccc2)S(C)(=O)=O)cc1 (stereo not given)
    -1.4	-2.0
> COc1ccc2oc(C(=O)OCC(=O)Nc3ccccc3)c(C)c2c1
    -0.2	-1.1
> CC(C)CC(=O)NS(=O)(=O)c1ccc(N)cc1
    1.2	0.4
> O=C(CCSCCc1ccccn1)Nc1ccc(Br)cn1
    -0.04	1.6
> Cc1cc(CNCc2c(C(=O)N3CCCCCCC3)nc3ccc(Cl)cn23)nn1C
    -0.48	-1.1
> O=C1NCCN1C(=O)C12CC3CC(CC(C3)C1)C2
    0.18	0.7
> CC(C)CC(=O)NCCNC(=O)c1cc(OCC(F)(F)F)ccc1OCC(F)(F)F
    -0.3	-2.2
> O=C(COc1ccccc1)NCCn1ccc2ccccc21
    1.6	0.0
> COc1ccc(C(=O)NCC(=O)N2CCN(C(=O)c3ccco3)CC2)cc1
    2.2	-0.2
> O=C(CSc1ccccc1)Nc1ccc2c(c1)OCCO2
    -1.8	0.6
> COc1ccc(CCNC(=O)CNC(=O)c2ccccc2Br)cc1OC
    2.1	-1.7
> CCCn1c(=O)c(C(=O)NCc2ccccn2)c(O)c2ccccc21
    /	1.5
> CC(C)c1ccc(NC2CCCN(C(=O)CCc3cn[nH]c3)C2)cc1 (stereo not given)
    0.01	1.2
> CN=C(Nc1cccc(OC)c1)SC1CC(=O)N(c2ccc(C(=O)O)cc2)C1=O (stereo not given)
    -0.35	1.0
> COc1ccc(CC(=O)Nc2nc3ccc(F)cc3s2)cc1S(=O)(=O)N1CCOCC1
    -1.4	2.8
> COc1ccccc1C(=O)C1CCCN(C(=O)CN2CCCCC2=O)C1 (stereo not given)
    -1.4	-0.9
> COc1ccccc1NC(=S)N(Cc1ccco1)Cc1cc2cc(C)cc(C)c2[nH]c1=O
    0.29	-1.3
> COc1cccc(/C=C/C(=O)OCC(=O)NCC2CCCCC2)c1OC
    /	-0.6
> COC(=O)c1cn(NC(=O)Cn2nc([N+](=O)[O-])c(Br)c2C)c(=O)c2ccccc12
    0.95	-0.3
> Cc1cc(C)cc(OCC(=O)Nc2ccc(F)cc2)c1
    2.2	-0.2
> COC(=O)C1C(O)C(C)C(O)C(C)(O)/C=C\C=C(/C)C(=O)Nc2c(C)c(OC(C)=O)c3c(c2O)C(=O)C(C)=C2OCOC(=C23)/C(C)=C/C(C)(O)C(O)C(C)C1O (stereo not given)
    1.7	0.7
> N#C/C(=C\c1cn(-c2ccccc2)nc1-c1cc2ccccc2o1)c1nc2ccccc2[nH]1
    -0.11	-0.7
> CCOc1ccccc1N1CCN(C(=O)C2c3ccccc3Oc3ccccc32)CC1
    1.8	0.1
> C[C@@H]1CC[C@@]23COC(=O)C2=CCC[C@@H]3[C@@]1(C)CC/C(=C/CO)CO
    /	-1.9
> COC(=O)c1cc(S(=O)(=O)Nc2ccsc2C(=O)OC)oc1C
    0.36	-2.0

Structures from the list above that contain a COOH group:
Value order – Kir21 inh	STK33 kinase inh
> Nc1cccc(/C=C/C(=O)O)c1
    0.94	0.1
> Cc1ccc(S(=O)(=O)Oc2ccc(/C=N/N=C3/NC(=O)C(CC(=O)O)S3)cc2)cc1[N+](=O)[O-] (stereo not given)
    0.02	-1.9
> NC(=O)[C@@H]1CCCCNc2c(F)cc([N+](=O)[O-])cc2C(=O)N[C@@H](CC(=O)O)C(=O)N[C@@H](CCC(=O)O)C(=O)N1
    2	0.9
> CN=C(Nc1cccc(OC)c1)SC1CC(=O)N(c2ccc(C(=O)O)cc2)C1=O (stereo not given)
    -0.35	1.0

Next part:
Value order – Kir21 inh	STK33 kinase inh
> O=C(NCc1cccs1)C1CCN(S(=O)(=O)c2ccc(Cl)cc2)CC1
    -0.27	-0.6
> O=C(Oc1oc(-c2ccco2)nc1C=Nc1ccc(Cl)cc1)c1ccco1
    1.6	-0.8
> CN1C(=S)N(c2ccccc2)C(=O)/C1=C/c1ccco1
    -1.1	-0.2
> Cc1ccc(-c2cc(C(F)(F)F)nn2-c2ccc(S(N)(=O)=O)cc2)cc1
    -1.2	-0.1
> CC(NC(=O)COC(=O)CNC(=O)c1ccccc1Cl)C1CC2CCC1C2 (stereo not given)
    /	-0.2
> C/C(=N/NC(=O)CNC(=O)c1ccccn1)c1cccc([N+](=O)[O-])c1
    -0.6	-0.7
> CC1CCCC(NC(=O)Cn2cc(C(F)(F)F)cc(Cl)c2=O)C1C (stereo not given)
    /	4.0
> O=C(CC1C(=O)NCCN1Cc1ccc(-c2ccccc2)cc1)NCC1CCOCC1 (stereo not given)
    -0.01	-0.9
> Cc1cc(F)ccc1NC(=S)NC1CCCC1
    0.39	1.2
> COc1ccc(CNC(=S)Nc2ccccc2C)cc1
    0.35	-0.7
> CCOC(=O)c1cnn(CCOC(=O)c2ccccc2F)c1NC(=O)c1ccccc1F
    -0.99	-1.3
> CCOc1ncccc1C(=O)Nc1ccc(F)cc1
    0.22	3.1
> CCOC(=O)c1ccc(NCC(O)COc2ccccc2)cc1 (stereo not given)
    0.02	-4.4
> C(=N\Nc1nc2ccccc2[nH]1)/c1cccc2cccnc12
    0.25	2.8
> CCCOc1ccc(-c2c(C(=O)N/N=C(\C)c3ccco3)nnn2-c2nonc2N)cc1
    0.99	-0.6
> C=CCNC(=S)NN=C1CCCCCCC1
    -1.6	-1.3
> N#Cc1c(-c2ccc(C(F)(F)F)cc2)cc(-c2ccccc2)[nH]c1=S
    -1.6	5.7
> COCCNC(=O)c1ccc(N2CC3CC(C2)c2cccc(=O)n2C3)c(NC(=O)c2cc(OC)cc(OC)c2)c1 (stereo not given)
    1.9	-0.3
> CCN(CC)Cc1cc(C(=O)O)c(C)o1
    -0.5	0.2
> CCN1C(=O)[C@H]2[C@@H](c3ccc(C)cc3)N3C(=O)N(c4ccc(C(F)(F)F)cc4)C(=O)[C@@]3(CC(C)C)[C@H]2C1=O
    -1.3	-0.8
> CC(=O)c1ccc(Nc2cc(C)nc3nc(C)nn23)cc1
    -2.4	-1.8
> CCOC(=O)CCCCCN(Cc1ccccc1)S(=O)(=O)c1ccc([N+](=O)[O-])cc1
    -0.34	-0.1
> COC(=O)c1c(NC(=O)COC(=O)CCNS(=O)(=O)c2ccc(NC(C)=O)cc2)sc(C)c1C
    0.03	-1.3
> COc1ccc(/C=C/C(=O)Nc2ccc(S(=O)(=O)Nc3onc(C)c3C)cc2)cc1OC
    0.29	0.1
> CCN(CC)CCCNc1nc(N)c([N+](=O)[O-])c(N2CCCCCC2)n1
    -0.08	-0.6
> O=C(COC(=O)c1ccc(O)cc1)Nc1cccc(S(=O)(=O)N2CCCCC2)c1
    -0.37	1.3
> O=C(OCC(=O)N1CCCC1=O)c1nc(Cl)ccc1Cl
    -0.31	-1.0
> Cc1cccc(CN2[C@@H](CC(C)C)COCCS2(=O)=O)c1
    -0.67	-0.2
> Cc1cccc2cc3c(N)c(C(=O)N4CCc5ccccc54)sc3nc12
    0.85	0.0
> COc1cccc(NC(=O)N2CCOCC2)c1
    0.34	5.1

Look-ups from the results shown.
Reading for C=C(C)c1cccc(C(C)(C)NC(=O)N2CCN(CC(N)=O)CC2)c1 in Kir21 inh: -1.8
Reading for Cc1ccccc1-n1ncc2c1CC(C)(C)CC2NC(=O)CCN1CCCCC1=O (stereo not given) in STK33 kinase inh: -0.3

Continued.
Value order – Kir21 inh	STK33 kinase inh
> CC(c1ccccc1C(O)c1ccccc1)N(C)C (stereo not given)
    -3.2	-3.0
> C=CCSc1nc2ccccc2[nH]1
    -0.39	-1.1
> CN(Cc1ncc[nH]1)Cc1cn(-c2ccccc2)nc1-c1ccc2c(c1)OCO2
    0.02	0.3
> CC(C)(C)NC(=O)CSc1nnc(NC(=O)CCc2ccccc2)s1
    -2.1	-0.9
> N#C/C(=C1\C(=O)Nc2c(Cl)cc(Cl)cc21)c1nnc2n1CCCCC2
    0.03	-0.2
